# DAGLB inhibitor – diacylglycerol lipase beta (human) inhibition. AID 504411. HEK293T DAGLB membrane lysate, EnzChek fluorogenic substrate. inhibition, % at 5.17 µM. 340,000 tested, 0.059% active; in the data active = inhibition above about 34%;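 note: 0% = enzyme with vehicle and 100% = wells lacking enzyme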
# Cardiac RTF inh – cardiac RTF calcium desensitization; P19429+P45379; IANBD-labeled cardiac RTF, Ca2+ fluorescence; inhibition, % at 7.15 µM; 340,000 tested, 0.12% active; AID 493244;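 active = inhibition above the mean inhibition of all tested compounds plus 3 SD, cut at about 17% in these data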;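 note: assay run at fixed EC70 calcium of 1.6 mM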
# CAL PDZ FP-1 – inhibitors of human CAL PDZ peptide binding | inhibition, % at 20 µM | purified CAL PDZ, TMR-peptide fluorescence polarization, 1 h | 330,000 tested, 0.02% active | AID 504414 | Q9HD26;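 active = highest replicate inhibition of at least 40%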;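 note: plate controls were DMSO neutral control wells for no effect and unlabeled competitor peptide control wells for full effect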
#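 System: purified tagged CAL PDZ domain construct (CerCALP). Schedule: 1 h incubation at room temperature before polarization reading. Medium: 25 mM sodium phosphate pH 7.4, 150 mM NaCl, TCEP, IgG, Thesit. Read-out: percent inhibition from loss of millipolarization. Measured by: FP readout, S and P plane fluorescence. Probe or stimulus: fluorescent TMR peptide probe.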
# cardiac RTF act – increases calcium sensitivity of human cardiac regulated thin filaments; P19429+P45379; IANBD-labeled TnC RTF fluorescence at EC20 calcium; 0% EC20 calcium, 100% full calcium; activation, % at 7.2 µM; 340,000 tested, 0.24% active; AID 493008;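 active = activation above the mean over all tested compounds plus 3 SD, cut at about 30% in these data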;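 note: rise in fluorescence read as greater calcium sensitivity of cardiac thin filaments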
# LANA DNA inh – inhibitors of KSHV LANA C-terminal domain DNA binding | MBP-C-LANA/FAM-LBS DNA binding, fluorescence polarization | inhibition, % at 9 µM | 340,000 tested, 0.078% active | AID 504423;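 active = highest replicate inhibition at or above 60% at 9 µM, even if other replicates fall short; inactive = all replicates below 60% inhibition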;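 note: 0% = neutral control wells and 100% = 4 µM acridine orange control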
# CAL PDZ FP-2 – blocks peptide binding to the human CAL PDZ domain | inhibition, % at 24.9 µM | purified CAL PDZ, TMR-peptide fluorescence polarization, 1 h | Q9HD26 | 300,000 tested, 0.92% active | AID 602252;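 active = mean inhibition of at least 30% with at least half of replicates also reaching 30%; inconclusive = no clear call, values can overlap the other calls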;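 note: 0% = DMSO neutral control and 100% = excess unlabeled competitor peptide PRC23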
# Keap1 Nrf2 FP – inhibitors of human Keap1-Nrf2 protein-protein interaction | Q14145 | Keap1 Kelch-Nrf2 peptide fluorescence polarization, 1536-well | inhibition, % at 9.4 µM | 340,000 tested, 0.15% active | AID 504523; in the data active = inhibition above about 12%; inconclusive = no clear call, values can overlap the other calls; inactive = below about 7.3%;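 note: human Keap1 Kelch domain with fluorescein labeled Nrf2 9mer peptide probe; 0% = neutral control wells and 100% = peptide positive control; higher means more block of Keap1 binding to Nrf2 peptide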
# Target sequence (Q14145 whole entry, looked up, the tested form may be a part): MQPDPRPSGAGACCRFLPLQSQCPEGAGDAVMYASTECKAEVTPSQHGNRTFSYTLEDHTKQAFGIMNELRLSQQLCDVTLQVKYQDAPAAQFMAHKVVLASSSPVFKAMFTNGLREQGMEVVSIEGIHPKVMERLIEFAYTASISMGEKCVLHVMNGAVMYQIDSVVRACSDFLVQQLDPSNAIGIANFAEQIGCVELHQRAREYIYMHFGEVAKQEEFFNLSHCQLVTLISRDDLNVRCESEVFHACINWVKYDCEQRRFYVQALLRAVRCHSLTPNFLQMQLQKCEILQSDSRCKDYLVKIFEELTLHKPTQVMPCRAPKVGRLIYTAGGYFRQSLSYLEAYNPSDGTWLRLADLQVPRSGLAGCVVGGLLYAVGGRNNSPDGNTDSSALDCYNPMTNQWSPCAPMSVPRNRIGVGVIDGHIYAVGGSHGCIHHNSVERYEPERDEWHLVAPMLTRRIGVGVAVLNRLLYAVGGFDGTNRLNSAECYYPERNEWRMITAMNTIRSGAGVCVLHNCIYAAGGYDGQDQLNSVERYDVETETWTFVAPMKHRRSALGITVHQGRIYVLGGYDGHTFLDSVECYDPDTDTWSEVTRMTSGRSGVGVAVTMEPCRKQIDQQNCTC
# Rtt109 HAT inh – C. albicans Rtt109 histone acetyltransferase inhibition; Q5AAJ8; purified Rtt109/Vps75, ThioGlo CoA-SH fluorescence, 4 h; inhibition, % at 34.9 µM; 330,000 tested, 0.16% active;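 active = inhibition of at least 50% in every replicate; inconclusive = best replicate reaches 50% inhibition but some replicates fall short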
# Target sequence (Q5AAJ8 whole entry, looked up): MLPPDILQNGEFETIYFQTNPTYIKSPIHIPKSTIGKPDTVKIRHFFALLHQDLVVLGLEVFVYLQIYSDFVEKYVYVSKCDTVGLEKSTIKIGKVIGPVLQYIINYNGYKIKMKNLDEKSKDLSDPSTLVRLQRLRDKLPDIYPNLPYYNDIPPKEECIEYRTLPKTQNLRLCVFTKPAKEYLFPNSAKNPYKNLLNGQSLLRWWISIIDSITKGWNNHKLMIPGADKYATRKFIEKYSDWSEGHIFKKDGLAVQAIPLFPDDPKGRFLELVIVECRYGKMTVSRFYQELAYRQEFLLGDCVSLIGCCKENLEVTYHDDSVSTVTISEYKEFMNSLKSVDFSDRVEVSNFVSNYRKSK
# PKA-R2B activ – PKA-R2B complex activation; PKA-R2B holoenzyme dissociation, Cy5-IP20 fluorescence polarization; R2B truncated from residue 108, S112A mutant; 0% DMSO only, 100% 113 µM cGMP; activation, % at 11.4 µM; 340,000 tested, 0.079% active;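 active = activation above a cutoff set at the mean over all compounds plus 3 SD, cut at about 18% in these data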;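 note: higher means more holoenzyme dissociation and a rise in polarization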
# SR-BI DiI-HDL act – activators of SR-BI mediated HDL lipid uptake | CHO ldlA[mSR-BI] cells, DiI-HDL uptake fluorescence, 3 h; 100 = double the neutral-control signal | activation, % at 12.5 µM | 320,000 tested, 0.096% active;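 active = mean replicate activation of at least 60% and every replicate at or above 60%; inconclusive = mean or all-replicate condition met, but not both; inactive = mean below 60% and not all replicates reaching 60%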;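 note: 0% = median plate neutral-control signal and 100% = twice that signal; values of inactives mirror those of a sister screen read the other way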
#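 Test system: SR-BI-overexpressing, LDLR-lacking CHO cells; Also added: labelled HDL, 10 µg/mL; Measured by: bottom-read cell fluorescence after medium removal, ex 550/em 595 nm; Timing: 3 h uptake period with compound, 37 °C; Buffer or medium: F12, 0.5% BSA, 25 mM HEPES; Doses: single compound concentration, delivered by pin transfer.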
# Numbers without * were called inactive; ? = inconclusive; . = no result given; & = joins results of further samples. These rows are one share of the data; rates above refer to the full screens.
SMILES,DAGLB inhibitor,Cardiac RTF inh,CAL PDZ FP-1,cardiac RTF act,LANA DNA inh,CAL PDZ FP-2,Keap1 Nrf2 FP,Rtt109 HAT inh,PKA-R2B activ,SR-BI DiI-HDL act
CN1CCC(C)(O)C2CCCCC21 (stereo not drawn),0,-4,-1.4,6,-0.2,-3,-2,-7,6,31
CC1(CCl)CN1S(=O)(=O)c1ccccc1 (stereo not drawn),1,-21,0.6,1,0.7,-2,-8,-2,1,.
COc1cc(/C=C2/C(=O)NC(=O)N(c3ccc(C)cc3)C2=O)cc(OC)c1OC,-6,-8,-0.7,24,2.7,.,-5,-1,0,3
COc1ccc(CCN(C)Cc2c(F)cccc2F)cc1OC,3,2,-2.6,0,-2.9,.,1,2,8,16
CCN(C(=O)Oc1ccccc1)c1ccc(C(O)(C(=O)OC)C(F)(F)F)cc1 (stereo not drawn),4,-25,-2.1,5,-0.4,1,-1,2,-5,-19
COc1ccc(NP(=O)(Nc2ccc(OC)cc2)Oc2ccccc2)cc1,-1,-28,0.1,7,-1.5,-1,-4,-5,-7,20
C=CCn1c(O)c(C(C)=NC2CC2)c(=O)[nH]c1=O,0,-9,.,-5,2.0,-4,-3,-3,1,26
Cc1cc(NCCN)nc2ccccc12,0,2,-1.3,-3,-0.6,-6,0,?,-12,37
CCOC(=O)c1cc2c(cn1)[nH]c1ccccc12,1,10,-1.6,1,0.7,2,-1,-5,10,-5
COC(=O)C(O)(c1ccc(N(C)C(=O)OC(C)C)cc1)C(F)(F)F (stereo not drawn),19,1,-1.1,8,-2.3,0,3,.,-1,-17
Cc1cccc(N2C(=O)/C(=C/c3ccc(N4CCN(C)CC4)o3)C(=O)NC2=S)c1C,-3,-45,-3.7,89*,-33,-1,-154,17,-6,1
N#C/C(N)=C(/N)C#N,0,4,0.6,0,-1.3,-1,-2,-3,-9,17

# Reformatted with values under each structure: part of the list above.
# Order of values – DAGLB inhibitor	Cardiac RTF inh	CAL PDZ FP-1	cardiac RTF act	LANA DNA inh	CAL PDZ FP-2	Keap1 Nrf2 FP	Rtt109 HAT inh	PKA-R2B activ	SR-BI DiI-HDL act
CCOC(=O)c1cc2c(cn1)[nH]c1ccccc12
    1	10	-1.6	1	0.7	2	-1	-5	10	-5
COC(=O)C(O)(c1ccc(N(C)C(=O)OC(C)C)cc1)C(F)(F)F (stereo not drawn)
    19	1	-1.1	8	-2.3	0	3	.	-1	-17
Cc1cccc(N2C(=O)/C(=C/c3ccc(N4CCN(C)CC4)o3)C(=O)NC2=S)c1C
    -3	-45	-3.7	89*	-33	-1	-154	17	-6	1
N#C/C(N)=C(/N)C#N
    0	4	0.6	0	-1.3	-1	-2	-3	-9	17

# Fetched by compound from the entries so far, 2 records:
SMILES,DAGLB inhibitor,Cardiac RTF inh,CAL PDZ FP-1,cardiac RTF act,LANA DNA inh,CAL PDZ FP-2,Keap1 Nrf2 FP,Rtt109 HAT inh,PKA-R2B activ,SR-BI DiI-HDL act
CC1(CCl)CN1S(=O)(=O)c1ccccc1 (stereo not drawn),1,-21,0.6,1,0.7,-2,-8,-2,1,.
COC(=O)C(O)(c1ccc(N(C)C(=O)OC(C)C)cc1)C(F)(F)F (stereo not drawn),19,1,-1.1,8,-2.3,0,3,.,-1,-17

# The listing continues.
SMILES,DAGLB inhibitor,Cardiac RTF inh,CAL PDZ FP-1,cardiac RTF act,LANA DNA inh,CAL PDZ FP-2,Keap1 Nrf2 FP,Rtt109 HAT inh,PKA-R2B activ,SR-BI DiI-HDL act
CCCCn1c(O)c(C=NC2CC3CCC2(C)C3(C)C)c(=O)[nH]c1=O (stereo not drawn),0,12,-3.0,0,1.8,0,4,6,3,3
Cc1ncc(CN2CCCC(C(=O)c3cccc(Cl)c3)C2)s1 (stereo not drawn),-1,2,-0.1,1,0.5,.,2,-2,-6,9
CC(C)(C)c1ccc(S(=O)(=O)N2CC3CC(C2)c2cccc(=O)n2C3)cc1 (stereo not drawn),-1,1,-0.2,0,0.2,-3,-2,0,-5,12
Cc1cccc2c1=NC(=O)/C(=C/c1c(O)[nH]c(=O)[nH]c1=O)C=2,-1,4,-2.7,0,0.5,2,0,22,6,20
COC(=O)CC(=O)c1ccc2c(c1)OCO2,0,-14,-0.5,6,0.7,-3,-6,-10,-5,18
COc1ccc(N2CCN(CCc3ccncc3)CC2)cc1,2,-12,-3.3,4,1.1,.,-3,-17,-6,26
COc1ccc(CC(=O)N(CCN(C)C)CC2CCCN(Cc3ccccc3F)C2)cc1 (stereo not drawn),-1,-1,-0.4,0,-0.3,.,1,3,5,34
COP(=O)(OC)C(NC(=O)/C=C/c1ccccc1)C(Cl)(Cl)Cl (stereo not drawn),-3,3,-0.1,6,-0.9,3,0,14,-3,11
Cc1ccsc1C(=O)C1CCCN(Cc2cccc(OCCO)c2)C1 (stereo not drawn),-2,0,-1.2,-1,0.2,.,2,0,-7,-4
C[C@H]1[C@@H](c2ccccc2)O[C@@H](c2ccccc2Br)N1C,-4,0,-0.3,-5,0.2,-1,3,-6,-1,4
COC(=O)c1cc2c(s1)=NC=NP=2(N1CCOCC1)N1CCOCC1,2&3,-3&-2,0.0&-1.9,2&1,-3.3&0.1,-1&-2,0&-4,0&4,6&2,10&29
CCOC(C(=O)OCCCN(CC)CC)(c1ccccc1)c1ccccc1,-2,0,1.1,-2,1.6,-2,-1,8,5,14
CCCCN1C(=N)C(CC)(CC)C(=O)NC1=O,-2,8,-0.6,-2,0.7,-4,-1,6,1,-14
COc1ccc([N+](=O)[O-])cc1N=Cc1c(O)n(CCc2ccccc2)c(=O)n(C(C)C)c1=O,13,-9,-1.5,-2,-1.1,-3,-4,.,-9,-51
CC(=O)Nc1cc(C(=O)N2CCC3(CC2)OCCO3)ccc1S(=O)(=O)c1ccc(C)cc1,-1,-8,0.3,-2,0.5,2,0,-13,-2,-2
Cc1cccc(N=Cc2c(O)n(-c3ccccc3C)c(=O)[nH]c2=O)c1,-1,0,0.8,4,-0.9,-1,-4,-6,-3,6
COc1cc(NC(=O)CN2C3CCC2CC(O)(c2cccnc2)C3)cc(OC)c1 (stereo not drawn),2,-3,-1.8,-2,-1.8,5,0,0,-8,10
COc1cccc(O)c1CN1CCCC(C(=O)c2sccc2C)C1 (stereo not drawn),0,-9,-1.1,-3,0.9,.,2,-5,0,1
O=C1NC(=O)C2(Cc3c(nc4ccccn4c3=O)N3CCCCCC32)C(=O)N1Cc1ccccc1 (stereo not drawn),5,7,-0.1,-6,0.3,-2,-4,30,-9,16
O=Cc1c(C(=O)O)n(Cc2ccccc2F)c2ccccc12,2,-5,-1.8,-1,-1.8,-6,-5,1,8,16
O=c1[nH]c(=S)n(-c2ccc(Br)cc2)c(O)c1C=Nc1ccc(N2CCOCC2)cc1,5,-16,0.4,18,-1.3,-1,-3,2,-16,-15
Cc1cc(C)cc(NC2=NCCCS2)c1,3,-8,-1.5,10,0.4,0,-1,0,-6,-2
CN1CCN(Cc2c(F)cccc2Cl)CC1,1,-5,0.1,10,0.3,2,-7,4,8,-6
C=CCn1c(O)c(/C=C2/C=CC=N2)c(=O)[nH]c1=O,-1,0,-1.4,1,1.7,0,-5,.,3,31
NS(=O)(=O)c1ccc(N=Cc2c(O)n(C3CCCCC3)c(=O)n(C3CCCCC3)c2=O)cc1,14,-22,-2.2,2,-1.9,-2,-20,-16,-8,31
C[C@]12CC[C@H](O)CC1=CCC1C2CC[C@@]2(C)C1CC[C@@H]2OCc1ccccc1 (stereo partly drawn),0,6,0.0,4,1.4,-2,-1,-6,-8,1
CCC(=NCCc1ccccc1)c1c(O)n(C2CCCCC2)c(=O)[nH]c1=O,17,-1,0.2,-3,0.9,-1,-1,0,0,-21
O=C1NC(=S)SC1=Cc1ccc(N(CCCl)CCCl)cc1,-4,-76,0.3,94*,-23,-5,-46,-6,2,-13
O=C(c1cc(=O)[nH]c2ccc(Br)cc12)N1CCC2(CC1)OCCO2,4,5,-0.2,-1,0.6,0,-8,-1,-3,20
CC(C)(C)c1nc(N2CCN(C(=O)c3ccco3)CC2)c2nnn(Cc3ccccc3Cl)c2n1,-3,1,.,-2,-1.7,3,-2,1,-8,-27
COC(=O)C(O)(c1ccc(N(C)C)cc1)C(F)(F)F (stereo not drawn),8,4,0.3,-3,0.4,.,1,0,-2,3
NC(=O)c1c(NC(=O)c2ccc(S(=O)(=O)N(CCCl)CCCl)cc2)sc2c1CCCCC2,2,-2,-0.1,16,0.1,.,5,-19,6,-2
CCOC(=O)c1nc2ccccc2c(=O)n1-c1ccc(C)cc1,-3,1,0.4,5,1.7,-1,3,-2,6,23
COc1ccccc1OCCCn1cc(C(C)=O)c2ccccc21,0,6,0.4,-3,1.2,0,-4,-17,-10,-31
CCN1CCN(C(=O)COc2ccc(S(=O)(=O)NC(C)C)cc2)CC1,-1,-3,-2.2,3,-0.4,1,-2,-6,-9,25
O=C1NC(=O)N(c2ccc(Cl)cc2)C(=O)/C1=C/c1coc2ccc(O)cc2c1=O,8,-1,-1.5,-1,-0.6,-1,-11,13,3,.
CC1C(c2ccccc2)OCCN1C (stereo not drawn),1,-7,-0.9,-5,-1.3,1,-7,2,-4,-8
NCC1(c2ccc3c(c2)OCCO3)CCCC1,0,-13,0.4,-7,-1.5,-5,0,0,-2,34
O=c1[nH]c(CN2CC=C(c3ccccc3)CC2)nc2scc(-c3ccccc3)c12,3,-9,23,-1,-1.7,8,-3,14,0,.
CC1=C(/C=C/c2ccccc2)CCN(C)C1,-2,-5,.,-4,2.6,-3,3,1,-9,18
CC(C)(C)C(=O)c1cn(Cc2ccccc2)c2ccccc12,-8,-14,2.2,-4,0.3,-2,-4,-4,-4,-21
COc1cc2c(c(OC)c1OC)-c1ccc(O)c(=O)cc1C(NC(C)=O)CC2 (stereo not drawn),-6,-2,-2.1,-8,-0.9,-3,-2,0,3,21
C=CCn1c(O)c(C(C)=NCCCN(C)C)c(=O)[nH]c1=O,0,-2,0.2,4,1.5,-3,3,-6,8,16

# Taken from above.
# Result for CC1C(c2ccccc2)OCCN1C (stereo not drawn) in PKA-R2B activ: -4
# Result for NCC1(c2ccc3c(c2)OCCO3)CCCC1 in SR-BI DiI-HDL act: 34
# Result for C=CCn1c(O)c(C(C)=NCCCN(C)C)c(=O)[nH]c1=O in DAGLB inhibitor: 0
# Result for CC(C)(C)C(=O)c1cn(Cc2ccccc2)c2ccccc12 in Cardiac RTF inh: -14
# Result for O=c1[nH]c(CN2CC=C(c3ccccc3)CC2)nc2scc(-c3ccccc3)c12 in Keap1 Nrf2 FP: -3
